aSyn 5UTR inh – MLPCN primary screen, SNCA 5' untranslated region. alpha-synuclein 5'UTR reporter, inhibitor activity. inhibition, % (tested at 7.5 µM). 300,000 compounds, 0.82% hits. AID 1813, 2009; in the data active means inhibition above about 60%; inconclusive means no clear call, values can overlap the other calls;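 further: H4 neuroglioblastoma cells stably carrying SNCA 5'UTR luciferase fusion; 0% = DMSO wells and 100% = positive control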
MrgX1 antagonist – antagonists of human MrgX1 receptor, primary screen, HEK293 cells, Fluo-4 calcium flux; 310,000 compounds, 1.3% hits; BAM8-22 antagonism; stronger effect = lower value; Mas-related G-protein coupled receptor member X1 (Homo sapiens), Q96LB2; B-score at 10 µM; AID 588676, 2011;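 active means calcium-response B-score plate-corrected more than 3 library SD below zero, starting fluorescence within 5 deviations, no agonist response on first addition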;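 further: peak minus trough fluorescence over baseline after final BAM8-22 challenge near maximal dose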
Target sequence (Q96LB2 whole entry, looked up): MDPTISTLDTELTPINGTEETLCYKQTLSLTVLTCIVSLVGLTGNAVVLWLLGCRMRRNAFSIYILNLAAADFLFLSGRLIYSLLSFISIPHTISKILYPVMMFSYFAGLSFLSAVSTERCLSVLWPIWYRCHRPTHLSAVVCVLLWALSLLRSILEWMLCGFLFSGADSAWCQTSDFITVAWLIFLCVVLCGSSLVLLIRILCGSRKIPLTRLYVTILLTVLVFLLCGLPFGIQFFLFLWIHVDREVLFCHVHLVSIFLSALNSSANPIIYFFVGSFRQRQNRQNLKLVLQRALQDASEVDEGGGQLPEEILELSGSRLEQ
TRPC4 inh – inhibitors of mouse TRPC4 channel, primary screen, Fluo4 calcium, HEK293 TRPC4beta/mu-opioid cells | DAMGO-evoked Fluo4 calcium flux; stronger effect = lower value | 300,000 compounds, 0.39% hits | B-score at 10 µM | Short transient receptor potential channel 4 (Mus musculus), Q9QUQ5;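 active means B-score over 3 SD under the library average, no early fluorescence shift, positive overall ratio signal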
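test system = HEK293 cells with stable TRPC4beta plus mu-opioid receptor expression | detection = Fluo4 Ca2+ flux fluorescence | read-out = integrated fluorescence ratio relative to baseline, converted to per-well B score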
TRPC6 inhibitor – mouse TRPC6 channel inhibitors, primary screen, cell-based, HEK293, membrane potential dye. 310,000 compounds, 1.1% hits. AID 2553, 2010. B-score at 10 µM. ACh-evoked depolarization; stronger effect = lower value;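 active means B-score under library mean minus 3 SD, initial fluorescence not abnormally high, positive integrated signal ratio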;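 further: B-score derived from integrated fluorescence ratio over the kinetic read; more negative B-score means stronger inhibition of depolarization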
HIF act – HIF pathway transcriptional activators, primary screen, cell-based, U2OS HRE-luciferase, luminescence; U2OS HRE-luciferase reporter; normalized: DMSO 0%, desferrioxamine 100%; activation, % at 7.5 µM (by protocol); 300,000 compounds, 0.32% hits;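 active means mean activation of at least 10% of the iron chelator positive control signal, with at least half of replicates also reaching 10%; inconclusive means mean and replicate majority disagree about reaching 10%; inactive means mean and most replicates under 10%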
KLF5 inhibitor – KLF5 expression inhibitors, primary screen, DLD-1 cells, luminescence; DLD-1 KLF5 promoter-luciferase reporter; inhibition, % at 5 µM; 290,000 compounds, 0.23% hits;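 active means inhibition above a per-plate limit of that plate's mean compound inhibition plus 3 SD, cut at about 60% in these data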;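 further: 0% = DMSO wells and 100% = LY294002 at 200 µM; higher means less KLF5 promoter-driven luciferase light; inactives centre near -14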
SKKanGAS inh – S. pyogenes SKKanGAS growth inhibitors in kanamycin, primary screen, streptokinase expression inhibitor project, SKKanGAS strain, BacTiter-Glo luminescence | 6 h | 300,000 compounds, 1.3% hits | inhibition, % at 7.5 µM;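 active means mean replicate score, as percent of positive control median, at least 50; inconclusive means mean below 50 but one replicate at or above 50; inactive means mean and every replicate below 50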;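 further: strain carries kanamycin resistance gene driven by streptokinase promoter and grows in 40 µg/ml kanamycin; loss of luminescence reflects streptokinase promoter inhibition or plain growth inhibition; 0% = median of DMSO wells and 100% = positive control at its reference dose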
TRPC6 activator – mouse TRPC6 channel activators, primary screen, cell-based, HEK293, membrane potential dye. 310,000 compounds, 0.13% hits. Short transient receptor potential channel 6 (Mus musculus), Q61143. HEK293-TRPC6 membrane potential dye fluorescence; stronger effect = higher value. B-score at 10 µM. AID 2550, 2010;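 active means B-score of the integrated fluorescence ratio above library mean plus 3 SD, and starting fluorescence ratio within library mean plus 5 SD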;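 further: higher score means more depolarization so channel activation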
TRPC4 agonist – activators of mouse TRPC4 channel, primary screen, Fluo4 calcium, HEK293 TRPC4beta/mu-opioid cells | Fluo4 calcium fluorescence; stronger effect = higher value | B-score at 10 µM | 310,000 compounds, 0.49% hits | Short transient receptor potential channel 4 (Mus musculus), Q9QUQ5;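 active means B-score above 5 SD of library B-scores, and initial fluorescence ratio not above library mean plus 5 SD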;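 further: positive B-score marks a calcium rise read as TRPC4 activation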
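Technique: kinetic Fluo4 calcium fluorescence; Test system: TRPC4beta and mu-opioid receptor HEK293 stable cells; Measure: B-scored integrated calcium fluorescence ratio; Benchmarks: low control buffer alone, high control maximal DAMGO; Schedule: 45 min room-temperature Fluo4 loading, 110 s read.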
IEC-6 tox – cytotoxicity in IEC-6 intestinal epithelial cells, primary screen, cytotoxicity control for KLF5 inhibitor project, cell-based, luminescence; IEC-6 cytotoxicity, luminescence viability; 290,000 compounds, 0.78% hits; inhibition, % at 5 µM; AID 1825, 2009; in the data active means inhibition above about 22%;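 further: 0% = plate median of test compound wells and 100% = cytotoxic reference compound wells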
TRPC4 potent – positive allosteric modulators of TRPC4, primary screen, cell-based, mouse TRPC4beta, HEK293 mu-opioid, Fluo-4 calcium; Short transient receptor potential channel 4 (Mus musculus), Q9QUQ5; DAMGO EC20, Fluo-4 Ca2+ flux; stronger effect = higher value; B-score at 10 µM; 310,000 compounds, 0.42% hits;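 active means B-score of calcium response area above 5 SD of library B-scores, with initial fluorescence ratio within 5 SD of library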;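 further: B-score of integrated fluorescence ratio over time as area under calcium response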
The depositor's hits bear a star; i = inactive; ? = inconclusive; nt = no result given.

SMILES	aSyn 5UTR inh	MrgX1 antagonist	TRPC4 inh	TRPC6 inhibitor	HIF act	KLF5 inhibitor	SKKanGAS inh	TRPC6 activator	TRPC4 agonist	IEC-6 tox	TRPC4 potent
COCCN1C(=O)/C(=C/c2c(OC)cc(OC)cc2OC)C(=O)N(c2ccccc2)C1=O	2	i	i	i	0.1	-1	-1	i	i	-2	i
COC(=O)C1=C(c2cc3ccccc3o2)C[C@@H]2CC[C@H]1N2C(=O)N1CCOCC1	43	i	i	i	0.5	nt	-4	i	i	nt	i
CCCN1CCC(NC2CCC(O)CC2)CC1 (stereo unspecified)	-4	i	i	i	2.4	-14	5	i	i	6	i
CCOc1ccccc1-n1c(O)c(C=NCc2ccc3c(c2)OCO3)c(=O)[nH]c1=O	-6	i	nt	i	0.0	-47	0	i	i	4	i
COc1ccc(-c2csc(NC(=O)COC(=O)Cc3ccccc3)n2)cc1OC	-6	i	i	i	0.3	-13	1	i	i	-1	i
O=C(c1ccncc1)C12CN3CN(CN(C3)C1)C2	-5	i	i	i	-0.2	-18	3	i	i	5	i
COc1ccc(NC(=O)N2C[C@@H]3C[C@@H](C2)c2cccc(=O)n2C3)c(OC)c1	-17	i	i	i	-0.1	-6	-1	i	i	0	i
Cc1ncc([N+](=O)[O-])n1CCOc1nonc1N	-5	i	i	i	-0.3	-10	-1	i	i	-4	i
COC(=O)c1cccc(NC(=O)N2C[C@H]3C[C@@H](C2)c2cccc(=O)n2C3)c1	-13	i	i	i	0.3	-15	1	i	i	-2	i
COc1ccc(Cc2c(O)[nH]c(=O)[nH]c2=O)c(OC)c1	14	i	i	i	-0.4	-3	-11	16*	i	3	i
N#CC12CNCC1CN=N2 (stereo unspecified)	1	i	i	i	-1.4	-7	1	i	i	-2	i
CCOP(=S)(OCC)SCOC(=O)NCC(=O)OC	15	i	i	i	-0.2	-13	3	i	i	0	i
CCC(=NCc1cccnc1)c1c(O)n(C2CCCCC2)c(=O)[nH]c1=O	33	i	i	i	-0.6	-31	0	i	i	2	i
O=Cc1cn(Cc2c(F)cccc2Cl)c2ccccc12	50	i	i	i	0.0	1	0	i	i	2	i
O=C(CSc1ccccc1)N1CCC2(CC1)OCCO2	-92	i	i	i	0.3	-68	-5	i	i	1	i
Cc1ccc2occ(CN3CC4CC(C3)c3cccc(=O)n3C4)c(=O)c2c1 (stereo unspecified)	5	i	i	i	nt	-19	-9	i	i	-1	i
Cc1ccc2cc3cc(C(=O)N4CCC5(CC4)OCCO5)oc3nc2c1	-69	i	i	i	1.1	-46	5	i	i	9	i
CN1c2ccccc2Oc2ccccc21	-3	i	i	i	-0.3	7	-7	i	i	10	i
COC(=O)[C@@H]1C[C@]2(C(=O)O)c3ccccc3N(OOSc3ccccc3)[C@@H]2N1C(=O)OC	3	i	i	i	-0.8	nt	3	i	i	nt	i
CCCC[N+]12CCC(CC1)C(C(O)(c1ccccc1)c1ccccc1)C2 (stereo unspecified)	17	i	i	i	-0.4	-12	-6	i	i	-5	i
CN(C)c1ccc(NC(=O)CN2C(=O)CN=C(c3ccccc3)c3cc(Cl)ccc32)cc1	23	i	i	i	-0.2	-32	1	i	i	-6	i
COc1ccc(-n2c(CN3CCOCC3)nc3ccccc3c2=O)c(OC)c1	6	i	i	i	-1.3	-30	1	i	i	-7	i
CN(C)S(=O)(=O)c1cc(NC(=O)COC(=O)Cc2ccccc2)ccc1Cl	0	i	i	i	0.3	20	-9	i	i	3	i
CCN(CC)CCN=Cc1c(O)n(C2CCCCCC2)c(=O)[nH]c1=O	1	i	i	i	0.7	4	3	i	i	1	i
COC(=O)C1=C(N)Oc2cc(C)oc(=O)c2C12C(=O)Nc1ccccc12 (stereo unspecified)	-15	i	i	i	-0.3	-15	5	i	i	-1	i
FC(F)(F)c1ccc(CNCCc2c[nH]c3ccccc23)cc1	-5	i	i	i	-1.5	-6	-3	i	i	-2	i
CC/C(=N\Nc1ccccc1)c1c(O)n(C)c(=O)n(C)c1=O	7	i	-6*	i	-0.5	-6	5	i	i	-1	13*
O=C1N(c2nncs2)CCN1[N+](=O)[O-]	6	i	i	i	-0.2	-1	-3	i	i	0	i
Cc1ccsc1CNCCc1ccc(F)cc1	-9	i	i	i	0.6	-23	-1	i	i	2	i
C/C(=N\NC(=O)c1ccccc1O)c1c(O)n(Cc2ccccc2)c(=O)[nH]c1=O	-9	i	i	i	0.2	-36	23	i	i	-6	i
CC(=O)OC1N=C(c2ccc(Cl)cc2)c2cc(Br)ccc2NC1=O (stereo unspecified)	-16	i	i	i	-0.2	-7	-7	i	i	3	i
CCCc1[nH]nc2c1C1(C(=O)N(Cc3ccccc3)c3ccccc31)C(C(=O)OC)=C(N)O2 (stereo unspecified)	4	i	i	i	0.0	-8	7	i	i	0	i
CNS(=O)(=O)c1ccc(-c2ccc(C=C3C(=O)NC(=O)NC3=O)o2)cc1	18	i	i	i	-0.3	-24	3	i	i	1	i
CC(=NCCN(C)C)c1c(O)n(Cc2ccccc2)c(=O)[nH]c1=O	22	i	i	i	-0.5	-25	1	i	i	-2	i
COc1c(C)cc(C(=O)C2CCCN(Cc3ccccn3)C2)cc1C (stereo unspecified)	18	i	i	i	-0.3	-9	-13	i	i	3	i
CCOC(=O)c1c(-n2c(C)cc(/C=C3\C(=O)NC(=O)N(C)C3=O)c2C)sc2c1CCCC2	5	i	i	i	-0.4	-13	24	i	i	6	i
C=C1C(=O)[C@@]23C[C@H]4[C@@H]5[C@@]6(C)CCC[C@@]57[C@@H]2[C@@H](O)[C@@H]1C[C@H]3[C@H]7N4C6	-10	i	i	i	-0.3	nt	-2	i	i	nt	i
CCOC(=O)c1c(C)n(Cc2ccco2)c2ccc(O)cc12	12	i	i	i	-25	-10	-7	i	i	-3	i
Cc1ccc(-c2cc(-c3ccc(C)cc3)[n+](C)o2)cc1	-2	i	i	i	-0.3	-16	7	i	i	25*	i
CCn1ccnc1CN1CCCC(C(=O)c2cc(F)ccc2OC)C1 (stereo unspecified)	-8	i	i	i	-0.3	8	2	i	i	2	i

Of the compounds above, two have a thiophene ring, fused or not:
SMILES	aSyn 5UTR inh	MrgX1 antagonist	TRPC4 inh	TRPC6 inhibitor	HIF act	KLF5 inhibitor	SKKanGAS inh	TRPC6 activator	TRPC4 agonist	IEC-6 tox	TRPC4 potent
Cc1ccsc1CNCCc1ccc(F)cc1	-9	i	i	i	0.6	-23	-1	i	i	2	i
CCOC(=O)c1c(-n2c(C)cc(/C=C3\C(=O)NC(=O)N(C)C3=O)c2C)sc2c1CCCC2	5	i	i	i	-0.4	-13	24	i	i	6	i

Limited to MrgX1 antagonist, for some of the entries so far:
SMILES | MrgX1 antagonist
CCCc1[nH]nc2c1C1(C(=O)N(Cc3ccccc3)c3ccccc31)C(C(=O)OC)=C(N)O2 (stereo unspecified) | i
CCN(CC)CCN=Cc1c(O)n(C2CCCCCC2)c(=O)[nH]c1=O | i

Carrying on.
SMILES	aSyn 5UTR inh	MrgX1 antagonist	TRPC4 inh	TRPC6 inhibitor	HIF act	KLF5 inhibitor	SKKanGAS inh	TRPC6 activator	TRPC4 agonist	IEC-6 tox	TRPC4 potent
O=[N+]([O-])c1ccc(NCc2ccc(Cl)cc2)c2ccncc12	38	i	i	i	1.1	-4	?	i	i	12	i
CCC(C)N1C(=O)NC(=O)C2(Cc3c(ccc4ccccc34)N(C)C2)C1=O (stereo unspecified)	-13	i	i	i	0.0	-10	13	i	i	10	i
CC(C)=CCC12CN3CCN(CC(C3)C1=O)C2	7	i	i	i	-0.9	-6	-6	i	i	-1	i
CCC(=Nc1ccccc1NC(C)=O)c1c(O)n(C)c(=O)n(C)c1=O	11	i	i	i	0.8	7	-2	i	i	3	i
CC(=NCCN1CCCCC1)c1c(O)[nH]c(=O)[nH]c1=O	16	i	i	i	-0.1	-10	0	i	i	-3	i
O=C1NC(=S)NC(=O)C12C(c1ccc(F)cc1)NC(=S)NC2c1ccc(F)cc1 (stereo unspecified)	11	i	i	i	0.0	1	-5	i	i	4	i
Cn1cc(C(O)CN2CCCCC2)c2ccccc21 (stereo unspecified)	2	i	i	i	0.3	-41	4	i	i	2	i
O=c1c2ccccc2nc(/C=C/c2ccc3c(c2)OCO3)n1-c1ccccc1	5	i	i	i	-0.8	-6	-9	i	i	-5	i
CN1CCN(c2ccc(N)c(N3CCN(C)CC3)c2)CC1	-5	i	i	i	-0.2	-8	-5	i	i	2	i
CC(C)n1c(=O)c(C=Nc2ccc(S(N)(=O)=O)cc2)c(O)n(Cc2ccco2)c1=O	14	i	i	i	-0.1	-10	12	i	i	3	i
CSc1ccc(CN2CCN(c3ccccc3C)CC2)cc1	-13	i	i	i	0.5	-8	2	i	i	0	i
O=C(CCN1CCOCC1)Nc1ccc(Br)cc1C(=O)c1ccccc1	2	i	i	i	1.7	-19	0	i	i	0	i
CC1=CC2/C=C(\C)CCC(O)C(O)/C=C/C(=O)C23C(=O)NC(CC(C)C)C3C1C (stereo unspecified)	56	i	i	i	2.3	-11	-7	i	i	39*	i
CCn1c(O)c(C=Nc2ccc(N3CCOCC3)c(Br)c2)c(=O)n(CC)c1=S	2	i	i	i	-2.9	-2	4	i	i	-6	i
NC(=O)Nc1ccc(C(=O)OCC(=O)Nc2ccc(Cl)cc2C(=O)c2ccccc2)cc1	18	i	i	i	-0.6	-12	13	i	i	2	i
CC(=NCc1cccnc1)c1c(O)n(Cc2ccccc2)c(=O)[nH]c1=O	11	i	i	i	-0.5	-32	-2	i	i	6	i
O=P1(Oc2ccccc2)C[C@@H](O)[C@@H](O)[C@H](COCc2ccccc2)O1 (stereo partly specified)	5	i	i	i	-0.8	nt	4	i	i	nt	i

An excerpt (hit frequency here may not be typical).
